Kir21 block: blocks the mouse Kir2.1 inward-rectifier potassium channel; actives 0.85% (n = 310,000); HEK293-Kir2.1, FluxOR thallium flux fluorescence; stronger effect = lower value; B-score at 10 µM; P35561;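 active = fluorescence ratio B-score at or below minus 3 SD of library scores, with starting-brightness B-score within 2 SD, cut at about -4.2 in these data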;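 note: channel flux triggered by added potassium and thallium sulfate stimulus; B-score of peak minus minimum fluorescence over baseline after thallium stimulus; more negative B-score means stronger Kir2.1 block with less thallium influx; some compounds called inactive have numbers as strong as hits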
Target sequence (P35561 whole entry, looked up): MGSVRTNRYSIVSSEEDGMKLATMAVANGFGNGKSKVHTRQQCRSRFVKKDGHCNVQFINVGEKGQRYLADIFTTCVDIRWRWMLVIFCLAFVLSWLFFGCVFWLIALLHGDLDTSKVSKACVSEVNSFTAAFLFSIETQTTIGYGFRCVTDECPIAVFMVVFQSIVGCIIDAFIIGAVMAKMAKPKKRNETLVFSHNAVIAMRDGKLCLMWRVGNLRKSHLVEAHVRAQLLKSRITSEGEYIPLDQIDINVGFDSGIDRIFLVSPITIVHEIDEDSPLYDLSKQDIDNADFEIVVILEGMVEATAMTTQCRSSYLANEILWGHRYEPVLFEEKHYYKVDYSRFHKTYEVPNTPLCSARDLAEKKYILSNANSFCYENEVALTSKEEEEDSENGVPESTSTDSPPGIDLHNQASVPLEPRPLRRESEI
KCNQ2 inh: KCNQ2 channel blockers in CHO-K1 cells – cell-based, FluxOR thallium flux, B-score, primary screen (AID 2156); O88943; 20 min; stronger effect = lower value; B-score at 10 µM; actives 1.1% (n = 310,000);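 active = fluorescence ratio B-score at most minus 3 library SDs, with starting brightness B-score within 2 library SDs, cut at about -5.5 in these data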
Active calls of the source: *; i = inactive.

Under each structure: Kir21 block	KCNQ2 inh
- COc1ccc(C2=NOC(c3nnc(-c4ccccc4)o3)C2)cc1 (stereo not given)
  2.2	i
- CC(=O)c1ccc(NC(=O)Nc2ccc3c(c2)nc(C)n3C)cc1
  -1.8	i
- O=C(Nc1ccccc1Cl)NC1(C(=O)N2CCC(O)CC2)CCCCC1
  0.21	i
- O=[N+]([O-])c1ccc(N2CCNCC2)cc1NCc1cccnc1
  0.02	i
- O=C1CC(C(=O)Nc2ccccc2)C2(CCCC2)O1 (stereo not given)
  -0.57	i
- Cc1ccnc(NC(=O)CCC2CCCCC2)c1
  -2.4	i
- CCOc1ncccc1C(=O)N1CCN(c2cc(Cl)ccc2C)CC1
  0.97	i
- Cc1cc2nc(C3CCCN(C(=S)Nc4ccccc4)C3)[nH]c2cc1C (stereo not given)
  0.43	i
- O=C(O)Cc1ccc(C(=O)c2ccc(Cl)cc2Cl)s1
  0.93	i
- O=c1c2ccccc2n2c(-c3ccc(F)cc3)nnc2n1Cc1ccccc1
  -1.9	i
- CC(Nn1cnnc1)c1cc(Cl)ccc1O (stereo not given)
  -1.5	i
- CCOc1ccc2nc(NC(=O)CSc3cn[nH]n3)sc2c1
  -3.8	i
- O=Cc1ccc(OC2OCCOC2Oc2ccc(C=O)cc2)cc1 (stereo not given)
  1.2	i
- CCOC(=O)N1CCC(N(C(=O)Nc2ccc(CC)cc2)C(C)CC)CC1 (stereo not given)
  -1.6	i
- CC(C)COC(=O)NCCCOC(=O)Nc1ccccc1
  2.4	i
- NS(=O)(=O)c1ccc(NC2=CC(=O)C(=O)c3ccccc32)cc1
  -0.11	i
- c1csc(-c2ccn[nH]2)c1
  0.71	i
- CC1(C)OC(c2ccccc2)=C/C(=C\C=N\NC(=O)c2ccncc2)O1
  -0.5	i
- CCC(C)N(C(=O)COC(=O)c1cn(CC)c2nc(C)ccc2c1=O)C1CCS(=O)(=O)C1 (stereo not given)
  -0.24	i
- CCOc1ccccc1CNC(=O)Cn1ccc2cc(S(=O)(=O)N3CCC(C)CC3)ccc21
  -0.87	i

Sorted by value in Kir21 block (lowest first): some entries from above
Under each structure: Kir21 block	KCNQ2 inh
- Cc1ccnc(NC(=O)CCC2CCCCC2)c1
  -2.4	i
- O=c1c2ccccc2n2c(-c3ccc(F)cc3)nnc2n1Cc1ccccc1
  -1.9	i
- CC(=O)c1ccc(NC(=O)Nc2ccc3c(c2)nc(C)n3C)cc1
  -1.8	i
- CC(Nn1cnnc1)c1cc(Cl)ccc1O (stereo not given)
  -1.5	i
- CCOc1ccccc1CNC(=O)Cn1ccc2cc(S(=O)(=O)N3CCC(C)CC3)ccc21
  -0.87	i
- O=C1CC(C(=O)Nc2ccccc2)C2(CCCC2)O1 (stereo not given)
  -0.57	i
- COc1ccc(C2=NOC(c3nnc(-c4ccccc4)o3)C2)cc1 (stereo not given)
  2.2	i

Continuation.
Under each structure: Kir21 block	KCNQ2 inh
- O=C(Nc1ccc(-c2n[nH]c(=S)o2)cc1)c1ccccc1
  2.4	i
- Cc1ccc(CNC(=O)c2cc(S(=O)(=O)N3CCCC3)cn2C)cc1
  -1.6	i
- COc1ccc(N2CCN(C(=O)CS(=O)Cc3nc(-c4ccc(OC)c(OC)c4)oc3C)CC2)cc1 (stereo not given)
  0.31	i
- O=C(Nc1ccc2c(c1)CCCN2C(=O)c1ccccc1)c1ccccc1
  -0.54	i
- Cc1cccc(C(=O)NCC(=O)OC(C)C(=O)Nc2ccc(Cl)cn2)c1 (stereo not given)
  -0.06	i
- O=C(CCNS(=O)(=O)c1cccs1)NCc1cccs1
  -3.1	i
- CCOC(=O)c1[nH]c(C)c(C(=O)N2CCOCC2)c1C
  0.02	i
- CCCN1C(=O)c2ccc(C(=O)NC3=NCCS3)cc2C1=O
  0.01	i
- CCOC(=O)C(O)(NC(=O)c1cccnc1)C(F)(F)F (stereo not given)
  1.3	i
- c1ccc(-c2nnc3n2N=C(c2ccc4c(c2)OCO4)CS3)nc1
  0.02	i
- COc1ccc(/C=C/C(=O)NCCCN2CCCCCC2)cc1
  0.93	i
- O=C(Nc1ncn[nH]1)c1cccc(S(=O)(=O)N2CCOCC2)c1
  0.35	i
- Cc1ccccc1N=Nc1ccc(O)c2ncccc12
  -1	i
- O=C(NCc1cc(C(F)(F)F)cc(C(F)(F)F)c1)C1CC(c2cccc([N+](=O)[O-])c2)=NO1 (stereo not given)
  0.03	i
- Cc1ccc(S(=O)(=O)NC(C)CCc2ccccc2)cc1C(N)=O (stereo not given)
  -0.18	i
- O=C(COc1ccccc1)N/N=C/c1ccc(O[C@@H]2O[C@H](CO)[C@@H](O)[C@H](O)[C@H]2O)cc1
  0.17	i
- CCc1ccc(OCC(=O)N/N=C/c2ccc(OS(=O)(=O)c3ccc(C)cc3)c(OC)c2)cc1
  2.4	i
- CN1C(=O)/C(=C\c2cc(Br)cs2)c2ccccc21
  0.19	i
- Cc1c2cnn(-c3ccccc3)c(=O)c2c(C)n1CCCC(=O)N1CCN(C2CCCCC2)CC1
  -0.65	i
- CC(C)C[C@H](N)c1nnc(S(=O)(=O)Cc2ccc(F)cc2)o1
  -0.53	i

Under each structure: Kir21 block	KCNQ2 inh
- Cc1ccccc1CNC(=O)c1ccc2nc(N3CCOCC3)sc2c1
  -0.38	i
- Cc1ccc(S(=O)(=O)c2c(C)cc(C)nc2Cl)cc1
  -2.2	i
- CCn1c2ccc(Cl)cc2c2nc3ccccc3nc21
  -0.01	i
- CCOc1ccc2nc(NS(=O)(=O)Cc3ccccc3)sc2c1
  -0.74	i
- COc1ccc(Nc2nc3c([nH]2)c(=O)[nH]c(=O)n3C)cc1
  0.75	i
- NC(=O)CN1CCOCCOCCN(CC(N)=O)CCOCCOCC1
  0.6	i
- Cc1ccc(NC(=O)CC2SC(=NCC3CCCO3)NC2=O)cc1Cl (stereo not given)
  0.55	i
- Cc1ccc2[nH]c(CN3CCC(CO)(CC4CCCCO4)CC3)c(C)c2c1 (stereo not given)
  -0.08	i
- Cc1cccc(NC(=O)C2c3ccccc3Oc3ccccc32)n1
  0.79	i
- O=C(O)c1ccccc1NC(=O)C1CCN(S(=O)(=O)c2cccc3nsnc23)CC1
  2.1	i
- COc1ccc2sc(N(CCCN(C)C)C(=O)c3ccc(S(=O)(=O)N4CCCC4)cc3)nc2c1
  2	i
- CCc1c(C)sc(NC(=O)OC)c1C(=O)N1CCCCC1
  0.47	i
- CCN(CC)C(=O)Cn1cc(C(=O)C(=O)N2CCCc3ccccc32)c2ccccc21
  0.45	i
- Cc1nnc(SCC(=O)Nc2ccc(N3CCN(S(C)(=O)=O)CC3)cc2)o1
  -0.44	i
- Fc1ccc2c(c1)C(c1ccncc1)=NNC(c1cccnc1)=N2
  0.81	i
- CCOCCCNCc1ccc(OCCC(C)C)c(OC)c1
  0.18	i
- O=C(CCn1ccc2cc(S(=O)(=O)N3CCCC3)ccc21)NCc1ccccc1
  -3.7	i
- CCCOc1ccc(-c2c(C(=O)N/N=C(\C)COc3ccccc3)nnn2-c2nonc2N)cc1
  1	i
- Cc1cccc(N2C(=O)c3ccc(C(=O)Nc4ccccn4)cc3C2=O)c1
  0.89	i
- CC(CNCC1CCCO1)COc1ccccc1 (stereo not given)
  0.05	i

Under each structure: Kir21 block	KCNQ2 inh
- CCc1ccc(-n2c(Cc3ccccc3)n[nH]c2=S)cc1
  -2.9	i
- COc1ccc(/C(N)=N/OC(=O)c2ccc(OC)c([N+](=O)[O-])c2)cc1OC
  -0.01	i
- CN1C(=O)CC(N2CCN(C(=O)CN3CCCC3)CC2)C1=O (stereo not given)
  -1.7	i
- Cc1cc(C)nc(SCC(=O)N2CCOCC2)n1
  -0.08	i
- COc1ccc(C(NCC(=O)Nc2c(C)cccc2C)c2ccccc2)cc1 (stereo not given)
  0.59	i
- OC(CNC1CCCCC1)COCCOc1ccc(Br)cc1 (stereo not given)
  -4.3*	i
- COc1cccc(NC2=NCCCCC2)c1
  -0.71	i
- Cc1ccccc1C(=O)N1CCC(C(=O)Nc2ccc(S(=O)(=O)N(C)C(C)C)cc2)CC1
  -1.3	i
- COc1ccc(C2NC3=C(CCCC3)C(C#N)(C#N)C2(C#N)C#N)cc1 (stereo not given)
  0.07	-5.8*
- CCCN(CC(=O)Nc1ccccc1C)C(=O)COc1c(Cl)cccc1Cl
  -1.4	i
- CC(=O)NC(Cc1ccccc1)Cc1ccccc1
  -0.78	i
- COc1cccc(-c2ccc(C#N)c(SCC(=O)NCCc3ccc(Cl)cc3)n2)c1
  1.5	i
- Cc1[nH]n(-c2cccc(Cl)c2)c(=O)c1C=NCc1ccco1
  1.2	i
- O=C1C2C3c4ccccc4C(c4ccccc43)C2c2nc3ccccc3n21 (stereo not given)
  1.9	i
- Oc1c(C(Nc2nc3ccccc3s2)c2ccco2)ccc2cccnc12 (stereo not given)
  -0.9	i
- O=C(CSc1nc(O)c(C2CCCCC2)c(=O)[nH]1)Nc1ccc(Cl)cc1
  -1.2	i
- S=C(c1ccccc1)N(c1ccccc1)c1ccccc1
  -0.24	i
- N#CC(C(=O)CCN1C(=O)C2CC=CCC2C1=O)c1nc2ccccc2[nH]1 (stereo not given)
  -0.02	i
- Cc1cccc(N2CCN(S(=O)(=O)c3cccs3)CC2)c1C
  -0.76	i
- CC(C)CCNC(=O)CN(Cc1ccccc1)C(=O)CCC(=O)Nc1ccccn1
  0.35	i

Under each structure: Kir21 block	KCNQ2 inh
- O=C(CN1CCOCC1)Nc1ncccn1
  -0.44	i
- O=C(NCc1n[nH]c(=S)n1-c1cccc(C(F)(F)F)c1)c1ccco1
  0.01	i
- COc1cc(C)c(NC(=O)C(=S)N2CCCC2)cc1C
  0.03	i
- O=C(NCC(c1cccs1)N1CCOCC1)c1ccccc1NS(=O)(=O)c1ccc(Cl)cc1 (stereo not given)
  0.37	i
- Cc1cccc2cc(CN(CCN(C)C)C(=S)Nc3ccccc3)c(=O)[nH]c12
  -2.4	i
- CCC1ON(c2ccccc2)C2c3nc4ccccc4n3CC12 (stereo not given)
  0.46	i
- CCn1cc(/C=C(\NC(=O)c2ccccc2OC)C(=O)N2CCN(C)CC2)c2ccccc21
  1.1	i
- CCCCc1ccc(-c2c(C#N)c(N)nc3c2CCCC3)s1
  1.6	i
- CC(=O)Nc1ccc(NC(=O)C(C)OC(=O)c2ccc(C)s2)cc1 (stereo not given)
  0.02	i
- C(=N\Nc1nc2ccccc2[nH]1)/C1CCCCC1
  -1.9	i
- COc1ccccc1Cn1c(C(C)C)nc2ccccc21
  -5*	i
- O=C(CN(c1ccccc1F)S(=O)(=O)c1ccccc1)Nc1ccc2c(c1)OCCO2
  1.5	i
- CCc1ccc(S(=O)(=O)/N=C2\C=C(NS(=O)(=O)c3ccccc3)C(=O)c3ccccc32)cc1
  1.9	i
- COc1ccc(-c2n[nH]c3c2CN(C(=O)c2ccc(F)cc2)CC3)cc1
  1.9	i
- O=C(O)c1cccc(NCc2ccncc2)c1
  0.01	i
- COc1ccc(OC)c(Nc2cc(C)nc3ccc(C)cc23)c1
  -1.5	i
- CCOc1c(OC)cccc1C1CC(=O)Nc2cc(OC)c(OC)cc21 (stereo not given)
  4.5	i
- COc1ccc2c(c1)c(C(=O)CN1CCN(c3ccccc3)CC1)c(C)n2C
  -0.32	i
- CN(C)CCCN1C(=O)c2oc3ccc(F)cc3c(=O)c2C1c1cccnc1 (stereo not given)
  0.54	i
- O=C(NCc1cccs1)c1noc2c1CCCC2
  -0.1	i

KCNQ2 inh, what is marked active above.
Under each structure: Kir21 block	KCNQ2 inh
- COc1ccc(C2NC3=C(CCCC3)C(C#N)(C#N)C2(C#N)C#N)cc1 (stereo not given)
  0.07	-5.8*

Additional compounds:
Under each structure: Kir21 block	KCNQ2 inh
- C/C(=N\O)c1ccccc1C(=O)O
  0.35	i
- Cc1nn(C)c(Oc2ccccc2)c1CCNC(=O)C(C)(C)C
  0.4	i
- CCOc1ccc(N(CC(=O)NCCc2ccccc2)C(=O)CCC(=O)Nc2cc(C)ccn2)cc1
  1.8	i
- Nc1ccc(S(=O)(=O)C(F)(F)F)cc1N
  -0.02	i
- CCCn1c(=O)c(C(=O)Nc2ncccc2O)c(O)c2ccccc21
  0.55	i
- CCN(CC)CCC(c1ccc2c(c1)OCO2)c1c(OC)cc(OC)c2c(-c3ccccc3)cc(=O)oc12 (stereo not given)
  -6.3*	i
- CCOC(=O)N1CCN(S(=O)(=O)c2ccc(C(=O)Nc3nc4c(s3)CC(C)CC4)cc2)CC1 (stereo not given)
  0.04	i
- Fc1cc2[nH]c(=S)[nH]c2cc1Cl
  0.55	i
- COc1cc(C)c(C(=O)Oc2cc(C)c(C(=O)O)c(O)c2C)c(O)c1C(=O)O
  -1.1	i
- Cc1ccsc1/C=C1\CCC(C2CCCC2)C1=O (stereo not given)
  -0.22	i
- COc1cc(/C=C/C(=O)OCC(=O)NCc2ccco2)cc(OC)c1OC
  -0.04	i
- CCOc1ccc(N(CC(=O)NCCSCc2ccccc2)S(C)(=O)=O)cc1
  2.9	i
- CCCn1cnc2cc(NCc3ccccc3O)ccc21
  0.13	i
- COC(=O)c1[nH]c(C)c(/C(O)=C2\C(=O)C(=O)N(CCN3CCOCC3)C2c2ccccc2OC)c1C (stereo not given)
  0.1	i
- Clc1ccc(/C(Cc2nc3ccccc3[nH]2)=N\Nc2ccccc2)cc1
  -0.1	-6.6*
- Cc1cccc(NC(=O)CNC(=O)c2ccco2)n1
  0.57	i
- O=C(CN(c1ccc(F)cc1)S(=O)(=O)c1ccccc1)NC1CCCCCC1
  0.04	i
- Cc1ccsc1/C=N/NC(=S)NCc1ccccc1
  0.02	i
- Cc1cc2nc3n(c2cc1C)CC1CC(C(=O)NCCC(C)C)N(C)C31 (stereo not given)
  1.9	i
- Cn1nc(C(F)(F)F)c2cc(NC(=O)OCc3ccc(F)cc3)sc21
  0.13	i
- CC(=O)N1CCC(C(=O)OCc2ccc(Cl)cc2)(c2ccccc2)CC1
  -0.19	i
- O=[N+]([O-])c1ccccc1/C=N/N1CCN(c2ccc(Cl)cc2)CC1
  2.2	i
